Bioassay records as filed in PubChem BioAssay.
ERG-DNA inh: qHTS for Small Molecule Inhibitors of the ERG Ets/DNA interaction; Transcriptional regulator ERG (Homo sapiens), P11308; fluorescence polarization, His-ERG Ets domain / labelled DNA; Potency, µM (doses to about 76.9 µM), for the others: at the highest dose FP activity, negative = inhibition, hits mostly inhibitors; hit rate 0.028% among 370,000; active means well fitted inhibition curve with a large enough effect in the polarisation, with a control signal flat; inconclusive means small, poorly fitted or top-dose-only effect, or effect the other way, or a change in a side signal; inactive means no such curve, though single readings can be large or run the other way; the % refers to the polarisation;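 further: polarization taken with two DNA probes labelled with fluorescein and Texas red; potency means the concentration at half of the fitted maximal effect; % of control where 0% means no effect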
Target sequence (P11308 whole entry, looked up, the tested form may be a part): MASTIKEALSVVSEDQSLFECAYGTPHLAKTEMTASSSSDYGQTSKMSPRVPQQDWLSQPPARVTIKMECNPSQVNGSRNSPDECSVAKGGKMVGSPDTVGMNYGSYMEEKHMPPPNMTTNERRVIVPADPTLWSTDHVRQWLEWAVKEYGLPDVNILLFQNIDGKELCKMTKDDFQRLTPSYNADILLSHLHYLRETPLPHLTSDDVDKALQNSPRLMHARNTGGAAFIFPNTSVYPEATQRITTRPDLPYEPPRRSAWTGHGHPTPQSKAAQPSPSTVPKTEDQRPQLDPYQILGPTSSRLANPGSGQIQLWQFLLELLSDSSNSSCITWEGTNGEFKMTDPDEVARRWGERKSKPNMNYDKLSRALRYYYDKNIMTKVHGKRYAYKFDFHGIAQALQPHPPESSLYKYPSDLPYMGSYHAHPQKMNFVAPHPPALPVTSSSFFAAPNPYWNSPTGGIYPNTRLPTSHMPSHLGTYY
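His-tagged ERG Ets domain (1 uM in the protein solution; 300mM KCl, 50mM Tris-HCl, 1mM EDTA, 1mM DTT, pH 7.5) received compound, then a probe mix of 5 nM fluorescein-DNA and 100nM Texas-615-DNA. Fluorescence polarization was read for both dyes.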
G9a inh: qHTS Assay for Inhibitors of Histone Lysine Methyltransferase G9a; Histone-lysine N-methyltransferase EHMT2 (Homo sapiens), Q96KQ7; Potency, µM (titrated, usually from 102 µM), for the others: at the highest dose activity, negative = inhibition, actives largely listed as inhibitors; AID 504332, 2011; G9a H3K9 monomethylation, AlphaScreen, 2 h; hit rate 8.8% among 350,000; further: potency means the concentration at half of the fitted maximal effect; on the % scale 0 is the no-effect control and ±100 the full control effect; nearly all actives have a fitted effect of over 75% in size
Target sequence (Q96KQ7 913-1193 limits assumed): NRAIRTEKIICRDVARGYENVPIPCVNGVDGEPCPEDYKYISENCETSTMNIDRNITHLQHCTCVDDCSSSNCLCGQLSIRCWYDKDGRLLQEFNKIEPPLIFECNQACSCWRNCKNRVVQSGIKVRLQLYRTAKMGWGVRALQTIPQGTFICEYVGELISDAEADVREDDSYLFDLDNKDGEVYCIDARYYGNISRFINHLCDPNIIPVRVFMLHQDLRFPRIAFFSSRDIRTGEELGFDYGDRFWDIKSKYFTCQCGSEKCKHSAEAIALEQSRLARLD
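Chemiluminescent proximity detection of H3K9 monomethylation, read after 10 min bead incubation in the dark. Reaction: 20 nM G9a, 500 nM biotin-H3K9 peptide, 20 uM SAM cofactor, 2 h, room temperature, following 15 min enzyme-compound preincubation.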
PI4K2A inh: qHTS for small molecular inhibitors of PI4K2A | Phosphatidylinositol 4-kinase type 2-alpha (Homo sapiens), Q9BTU6 | purified PI4K2A, ADP-Glo luminescence, 1 h; active compounds read low | activity change, negative = inhibition, % at 76.9 µM | hit rate 0.13% among 420,000 | AID 1346378, 2018; in the data active means activity change below about -50%; inconclusive means mostly about -30% to -49%;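 further: -100% = wells without enzyme as full effect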
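Compounds are screened against recombinant PI4K2A using PI as substrate and ATP, the latter dispensed at 300 microM. Reactions run one hour at ambient temperature before ADP-Glo detection; full inhibition defined by wells lacking enzyme.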
Pin1 inh: qHTS Assay to Find Inhibitors of Pin1; hit rate 0.009% among 390,000; Pin1 FP peptide displacement, HiFluor488, 10 min; Peptidyl-prolyl cis-trans isomerase NIMA-interacting 1 (Homo sapiens), Q13526; Potency, µM (titrated, usually from 115 µM), without a hit: top-dose activity, negative = inhibition, hits mostly inhibitors; active means well fitted inhibition curve with a large enough effect in the polarisation, with a control signal flat, not every such curve was filed as active; inconclusive means small, poorly fitted or top-dose-only effect, or effect the other way, or a change in a side signal; inactive means no such curve, though single readings can be large or run the other way; the % refers to the polarisation; further: potency means the concentration at half of the fitted maximal effect; on the % scale 0 is the no-effect control and ±100 the full control effect
GLS inhibitor: qHTS for Inhibitors of Glutaminase (GLS); Glutaminase kidney isoform, mitochondrial (Homo sapiens), O94925; GLS enzymatic activity, qHTS titration; Potency, µM (titrated, usually from 45.5 µM), inactives show at the top dose activity change, negative = inhibition, actives largely listed as inhibitors; hit rate 0.21% among 410,000; AID 624170, 2012; further: potency means the concentration at half of the fitted maximal effect; on the % scale 0 is the no-effect control and ±100 the full control effect
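Human kidney-isoform GLS in 45 mM KH2PO4 pH 8.2, 0.02% Tween-20, with compound, started with 1mM L-Glutamine (added stock). Glutamate oxidase/HRP/Amplex red coupled fluorescence read at start and after 30 min at RT.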
HP1b binding inh: HTS for Inhibitors of HP1-beta Chromodomain Interactions with Methylated Histone Tails; Potency, µM (series often up to 114 µM), inactives show at the top dose activity change, negative = inhibition, most hits filed as inhibitors; AlphaScreen HP1-beta / biotin-H3K9me3 peptide binding; Chromobox protein homolog 1 (Homo sapiens), P83916; AID 540317, 2011; hit rate 0.56% among 390,000; further: potency means the concentration at half of the fitted maximal effect; nearly all actives have a fitted effect of over 70% in size; inactives centre near 23
Target sequence (P83916 whole entry, looked up): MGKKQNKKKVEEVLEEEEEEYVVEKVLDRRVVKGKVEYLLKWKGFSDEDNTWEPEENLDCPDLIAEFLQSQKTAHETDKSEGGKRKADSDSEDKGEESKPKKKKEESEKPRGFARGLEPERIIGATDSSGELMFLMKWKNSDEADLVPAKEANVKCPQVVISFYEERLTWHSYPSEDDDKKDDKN
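Compound inhibition of the preformed complex between 50 nM HP1-beta and 50 nM biotinylated H3K9me3 peptide was read by AlphaScreen. Buffer was PBS pH 7.4 with 0.01% Tween-20. Incubations ran 30 min at room temperature, with 10 ug/mL donor/acceptor beads.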
BAZ2B inh: qHTS Assay for Inhibitors of BAZ2B. Bromodomain adjacent to zinc finger domain protein 2B (Homo sapiens), Q9UIF8. AlphaScreen BAZ2B-H3K14Ac peptide displacement. Potency, µM (top dose mostly 114 µM), for inactives: at the top dose activity change, negative = inhibition, usual class: inhibitors. hit rate 4.4% among 360,000. AID 504333, 2011; further: potency means the concentration at half of the fitted maximal effect; on the % scale 0 is the no-effect control and ±100 the full control effect; nearly all actives have a fitted effect of over 60% in size
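AlphaScreen luminescence quantifies BAZ2B engagement of H3K14Ac peptide; the protein and biotinylated peptide are both at 50 nM final, buffer PBS pH 7.4 with 0.01% Tween-20, all steps at room temperature.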
Tb PGK inh: qHTS Assay to Find Inhibitors of Phosphoglycerate Kinase; Phosphoglycerate kinase, glycosomal (Trypanosoma brucei brucei), P07378; PGK/GAPDH coupled, Kinase-Glo luminescence, 60 min; Potency, µM (series often up to 57.5 µM), for the others: at the highest dose activity change, negative = inhibition, hits mostly inhibitors; hit rate 0.043% among 380,000; further: potency means the concentration at half of the fitted maximal effect; on the % scale 0 is the no-effect control and ±100 the full control effect; nearly all actives have a fitted effect of over 60% in size
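Recombinant glycosomal PGK reaction used 1,3-bisphosphoglycerate generated in-well by GAPDH (100nM final) in 100mM TEA pH 7.6, 5mM MgCl2, 0.01% Tween-20. After 60 minutes at room temperature, ATP was read by Kinase-Glo Plus luminescence end-point.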
JMJD2A Tudor: qHTS Assay for Inhibitors of JMJD2A-Tudor Domain | hit rate 4.4% among 390,000 | Potency, µM (top dose mostly 114 µM), inactives show at the highest dose activity change, negative = inhibition, most hits filed as inhibitors | AlphaScreen JMJD2A-Tudor / H3K4me3 peptide binding | Lysine-specific demethylase 4A (Homo sapiens), O75164; further: potency means the concentration at half of the fitted maximal effect; on the % scale 0 is the no-effect control and ±100 the full control effect; nearly all actives have a fitted effect of over 50% in size
Numbers without * were called inactive; [ ] = another dose, or the depositor's remark. Unless noted, the call rests on the fitted dose curve; in most records, active means well fitted curve in the direction sought with a large enough effect; inconclusive means small, poorly fitted or top-dose-only effect, or another doubt; inactive means no such curve, though single readings can be large; an effect the other way counts as inactive or inconclusive. This is a random part of the collection; 11% or so of the library scored in one or more.

`COc1ccc(NC(=S)NC2CC3CCCC(C2)N3C2CC2)cc1` (stereo unspecified) gave ERG-DNA inh -2%, G9a inh 2%, PI4K2A inh -3, Pin1 inh -2%, GLS inhibitor 16%, HP1b binding inh 27%, BAZ2B inh -18%, Tb PGK inh -4% and JMJD2A Tudor -17%.
Screening Cc1ccc(Cl)cc1N(C)C(=O)c1cnc(N2CCOCC2)c2ccccc12 returned ERG-DNA inh -1%, G9a inh 12%[59 µM], PI4K2A inh -6, Pin1 inh -9%, GLS inhibitor 2%, HP1b binding inh 21%[57 µM], BAZ2B inh 7%, Tb PGK inh -7% and JMJD2A Tudor -16%.
Screening COc1ccc([C@H]2C(C(=O)O)=C[C@@H](C(C)(C)C)N2S(=O)(=O)c2ccc(C)cc2)cc1OC returned ERG-DNA inh 5%, PI4K2A inh -2, Pin1 inh -6%, GLS inhibitor 8%, HP1b binding inh 26%, Tb PGK inh 0% and JMJD2A Tudor -22%.
O=C(CSc1nnc(SCc2ccc(Cl)cc2)s1)N/N=C/c1ccccc1Cl was read as ERG-DNA inh 5%, G9a inh 17%[59 µM], PI4K2A inh 3, Pin1 inh 12%, GLS inhibitor -20%, HP1b binding inh 31%, BAZ2B inh -5%, Tb PGK inh 0% and JMJD2A Tudor -18%.
CC(=O)Nc1ccc(S(=O)(=O)NC2CCCCCC2)cc1 was read as ERG-DNA inh -8%, G9a inh -6%, PI4K2A inh -1, Pin1 inh 5%, GLS inhibitor -11%, HP1b binding inh -2%, BAZ2B inh 4%, Tb PGK inh -1% and JMJD2A Tudor -2%.
`O=C(CN1C(=O)CCOc2ccccc21)Nc1ccc(Cl)c(S(=O)(=O)N2CCOCC2)c1` gave ERG-DNA inh 5%, G9a inh inconclusive, PI4K2A inh 2, Pin1 inh -4%, GLS inhibitor 1%, HP1b binding inh 36%, BAZ2B inh 8%, Tb PGK inh -13% and JMJD2A Tudor -12%.
COc1ccc2[nH]cc(CCN3C(=O)CCC3=O)c2c1 was read as ERG-DNA inh 7%, G9a inh 8%, PI4K2A inh 0, Pin1 inh -2%, GLS inhibitor 7%, HP1b binding inh 14%, BAZ2B inh inconclusive, Tb PGK inh -8% and JMJD2A Tudor -5%.
For CC(=O)Nc1cccc(NS(=O)(=O)c2ccccc2[N+](=O)[O-])c1 the results were ERG-DNA inh -2%, G9a inh -3%[12.7 µM], PI4K2A inh 4, Pin1 inh 1%, GLS inhibitor 1%, HP1b binding inh 46%[activator], BAZ2B inh -23%, Tb PGK inh -3% and JMJD2A Tudor -8%.
For Clc1ncc2[nH]cnc2n1 the results were ERG-DNA inh -12%, G9a inh -12%, PI4K2A inh 2, Pin1 inh -4%, GLS inhibitor -6%, HP1b binding inh 18%, BAZ2B inh 0%, Tb PGK inh inactive and JMJD2A Tudor 0%[11.4 µM].
Screening CCOc1cccc(C(=O)NC(c2ccccc2)C(C)C)c1 (stereo unspecified) returned ERG-DNA inh 6%, G9a inh 21%, PI4K2A inh 1, Pin1 inh -3%, GLS inhibitor -9%, HP1b binding inh 51%[activator], BAZ2B inh -10%, Tb PGK inh 1% and JMJD2A Tudor -4%.
Cc1ccc(CN(C)C(=O)c2ccc(NS(=O)(=O)c3ccc4[nH]c(=O)[nH]c4c3)cc2)cc1 was read as ERG-DNA inh 6%, G9a inh 0%, PI4K2A inh 4, Pin1 inh -3%, GLS inhibitor 0%, HP1b binding inh 17%, BAZ2B inh 8%, Tb PGK inh 8% and JMJD2A Tudor -24%.
`O=C(NCCc1ccccc1Cl)C1CCC(=O)N(CC2CCCCC2)C1` (stereo unspecified) gave ERG-DNA inh 0%, G9a inh 1%[59 µM], PI4K2A inh 6, Pin1 inh -7%, GLS inhibitor -4%, HP1b binding inh 20%, BAZ2B inh -8%, Tb PGK inh 1% and JMJD2A Tudor -9%.
For Cc1cc2c3c(c1C)C1(C(=O)N3C(C)(C)CC2C)C(C#N)=C(N)OC2=C1C(=O)CC(C)(C)C2 (stereo unspecified) the results were ERG-DNA inh -12%, PI4K2A inh -2, Pin1 inh -1%, GLS inhibitor -9%, HP1b binding inh 9%, BAZ2B inh -9%, Tb PGK inh -4% and JMJD2A Tudor -18%.
Screening CN1CC(=O)N(CC(=O)Nc2ccc(SC(F)F)cc2)C1=O returned ERG-DNA inh -5%, G9a inh -36%, PI4K2A inh 4, Pin1 inh -4%, GLS inhibitor -4%, HP1b binding inh 0%, BAZ2B inh 5%, Tb PGK inh -14% and JMJD2A Tudor -25%.
Screening COc1ccc(-c2cc(C(F)(F)F)n3nc(C(=O)Nc4cc(C)ccc4C)cc3n2)cc1 returned ERG-DNA inh 1%, G9a inh -1%[59 µM], PI4K2A inh 6, Pin1 inh -1%, GLS inhibitor -9%, HP1b binding inh 56%[activator], BAZ2B inh -3%, Tb PGK inh -7% and JMJD2A Tudor 3%.
Screening CCOc1ccccc1N(C)S(=O)(=O)c1ccc2c(c1)CCN2C(=O)CCC(=O)O returned ERG-DNA inh -4%, G9a inh 18%, PI4K2A inh 8, Pin1 inh -7%, GLS inhibitor -13%, HP1b binding inh 13%, BAZ2B inh -15%, Tb PGK inh -2% and JMJD2A Tudor -8%.
COC(=O)c1ccc(CN2CCCC(C(=O)Nc3cccc(-n4cccn4)c3)C2)cc1 (stereo unspecified) was read as ERG-DNA inh -3%, G9a inh 37%, PI4K2A inh 0, Pin1 inh -12%, GLS inhibitor -5%, HP1b binding inh 26%, BAZ2B inh -35%, Tb PGK inh -8% and JMJD2A Tudor -14%.
Screening Cc1ccc(C(=O)NCC(=O)OCn2nnc3ccccc3c2=O)cc1 returned ERG-DNA inh -7%, G9a inh 9%[12.7 µM], PI4K2A inh -1, Pin1 inh -6%, GLS inhibitor 2%, HP1b binding inh 25%, BAZ2B inh 6%, Tb PGK inh -8% and JMJD2A Tudor -15%.
`COc1ccc(CCNC(=O)C(=O)NCC2CCNCC2)cc1OC` gave ERG-DNA inh 8%, G9a inh 18%, PI4K2A inh 6, Pin1 inh 2%, GLS inhibitor 3%, HP1b binding inh 40%[activator], BAZ2B inh 0%, Tb PGK inh -1% and JMJD2A Tudor -5%.
COc1ccc(NC(=S)N(CCN(C)C)C(C)c2ccncc2)cc1Cl (stereo unspecified) was read as ERG-DNA inh 4%, PI4K2A inh 1, Pin1 inh -6%, GLS inhibitor -12%, HP1b binding inh 3%, BAZ2B inh -34%, Tb PGK inh 1% and JMJD2A Tudor -24%.
For O=[N+]([O-])c1ccc2c(c1)C(=NO)c1cc(Cl)c(Cl)cc1-2 the results were ERG-DNA inh 1%, PI4K2A inh -4, Pin1 inh 0%, GLS inhibitor 3%, HP1b binding inh -19%, Tb PGK inh inactive and JMJD2A Tudor -34%.
For CCN1C(=O)[C@H]2[C@@H](c3ccc(-c4ccccc4)cc3)N[C@@](Cc3ccccc3)(C(=O)OC)[C@H]2C1=O the results were ERG-DNA inh 9%, G9a inh -20%[2.33 µM], PI4K2A inh -5, Pin1 inh 7%, GLS inhibitor -5%, HP1b binding inh 68%[activator], BAZ2B inh -8%, Tb PGK inh -4% and JMJD2A Tudor -29%.
Screening COc1ccc(/C=C/C(=O)OCC(=O)NCc2cccs2)cc1OC returned ERG-DNA inh 2%, G9a inh -8%, PI4K2A inh -6, Pin1 inh -1%, GLS inhibitor 6%, HP1b binding inh 22%, BAZ2B inh 4%, Tb PGK inh 13% and JMJD2A Tudor -8%.

Quoted at random: three compounds from above.
For CCN1C(=O)[C@H]2[C@@H](c3ccc(-c4ccccc4)cc3)N[C@@](Cc3ccccc3)(C(=O)OC)[C@H]2C1=O the results were ERG-DNA inh 9%, G9a inh -20%[2.33 µM], PI4K2A inh -5, Pin1 inh 7%, GLS inhibitor -5%, HP1b binding inh 68%[activator], BAZ2B inh -8%, Tb PGK inh -4% and JMJD2A Tudor -29%.
Screening CCOc1ccccc1N(C)S(=O)(=O)c1ccc2c(c1)CCN2C(=O)CCC(=O)O returned ERG-DNA inh -4%, G9a inh 18%, PI4K2A inh 8, Pin1 inh -7%, GLS inhibitor -13%, HP1b binding inh 13%, BAZ2B inh -15%, Tb PGK inh -2% and JMJD2A Tudor -8%.
COc1ccc(NC(=S)N(CCN(C)C)C(C)c2ccncc2)cc1Cl (stereo unspecified) was read as ERG-DNA inh 4%, PI4K2A inh 1, Pin1 inh -6%, GLS inhibitor -12%, HP1b binding inh 3%, BAZ2B inh -34%, Tb PGK inh 1% and JMJD2A Tudor -24%.
